hERG WT inh – KCNH2 (human, wildtype) channel inhibition | U2OS, BacMam KCNH2, thallium flux FluxOr; active compounds read low | activity change, % at 1.84 µM | 340,000 tested, 0.37% active | AID 720551;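 active means maximum activity change below -70%; inconclusive means maximum activity change between -70% and -50%; inactive means maximum activity change above -50%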; further: on the % scale 0 is the no-effect control and ±100 the full control effect
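U2OS cells were transduced with wild-type KCNH2 virus (2.03 x 10^8 / mL) for 4 h at room temperature, then cultured overnight at 37 C. Thallium flux was read with FluxOr dye. Rate constants were normalized to DMSO controls.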
FBPA coupling cs – coupling enzyme interference in Giardia aldolase counter-screen; coupling enzyme system counterscreen, AmpLite Red fluorescence; activity change, negative = inhibition, % at 58.2 µM, hits read low; 290,000 tested, 0.67% active; in the data active means activity change below about -30%; further: on the % scale 0 is the no-effect control and ±100 the full control effect
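Activity here indicates interference with the coupling reaction, not aldolase inhibition. Compounds at 57.5 uM final met coupling enzymes for 10 min at RT; substrate and AmpLite Red detection followed, with a 525/598 nm fluorescence read after 20 min.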
MBNL1 CUG block – blocks human MBNL1 binding to CUG repeat RNA. Q9NR56. TR-FRET MBNL1-His/biotin-(CUG)12 binding, 665/545 ratio. Potency, µM (top dose mostly 57.5 µM), without a hit: top-dose activity change, negative = inhibition, hits mostly inhibitors. 280,000 tested, 0.036% active. AID 2675; active means well fitted inhibition curve with a large enough effect in the signal ratio, with a control signal flat, not every such curve was filed as active; inconclusive means small, poorly fitted or top-dose-only effect, or effect the other way, or a change in a side signal; inactive means no such curve, though single readings can be large or run the other way; the % refers to the signal ratio; further: potency means the concentration at half of the fitted maximal effect; on the % scale 0 is the no-effect control and ±100 the full control effect
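Ratiometric TR-FRET (665 over 545 nm, excitation 340 nm) tracks disruption of MBNL1-His/biotin-(CUG)12 complex after 60 min at room temperature, with compounds at 92 nM to 58 uM final.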
ASM inhibitor – inhibitors of human secretory acid sphingomyelinase. P17405. placental ASM, HMU-PC fluorogenic substrate, 60 min. Potency, µM (highest dose often 57.5 µM), inactives show top-dose activity change, negative = inhibition, usual class: inhibitors. 340,000 tested, 0.006% active. AID 504937; further: potency means the concentration at half of the fitted maximal effect
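qHTS format. ASM enzyme prepared from human placenta hydrolyses the fluorogenic substrate HMU-PC0 (9 uM final) over 60 min at 37 °C after a 10 min compound preincubation.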
Integrin act MD – integrin-mediated muscular dystrophy alleviation activation; 350,000 tested, 0.064% active; alpha7betagal myoblasts, beta-gal FDG fluorescence, 48 h; Potency, µM (series often up to 38.3 µM), inactives show at the top dose activation, actives largely listed as activators;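 further: potency means the concentration at half of the fitted maximal effect; 100% = response of the positive control SU9516; nearly all actives have a fitted effect of over 60% in size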
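Alpha7betagal+/- myoblasts (passage 13) were plated 16-24 hr, then exposed to compounds (1:260 dilution of DMSO stock) for 48 hours at 37C. After MPER lysis, β-galactosidase reporter activity was read as FDG fluorescence (ex 480/em 540) after 30 minutes.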
TRPV1 ag – human TRPV1 agonism | Q8NER1 | TRPV1-expressing cells, Fluo-8 calcium influx, agonist mode | activation, % at 8.33 µM | 320,000 tested, 0.19% active | AID 540275; in the data active means activation above about 80%; inconclusive means between about 30% and that limit; further: 0% is about no effect
Target sequence (Q8NER1 whole entry, looked up): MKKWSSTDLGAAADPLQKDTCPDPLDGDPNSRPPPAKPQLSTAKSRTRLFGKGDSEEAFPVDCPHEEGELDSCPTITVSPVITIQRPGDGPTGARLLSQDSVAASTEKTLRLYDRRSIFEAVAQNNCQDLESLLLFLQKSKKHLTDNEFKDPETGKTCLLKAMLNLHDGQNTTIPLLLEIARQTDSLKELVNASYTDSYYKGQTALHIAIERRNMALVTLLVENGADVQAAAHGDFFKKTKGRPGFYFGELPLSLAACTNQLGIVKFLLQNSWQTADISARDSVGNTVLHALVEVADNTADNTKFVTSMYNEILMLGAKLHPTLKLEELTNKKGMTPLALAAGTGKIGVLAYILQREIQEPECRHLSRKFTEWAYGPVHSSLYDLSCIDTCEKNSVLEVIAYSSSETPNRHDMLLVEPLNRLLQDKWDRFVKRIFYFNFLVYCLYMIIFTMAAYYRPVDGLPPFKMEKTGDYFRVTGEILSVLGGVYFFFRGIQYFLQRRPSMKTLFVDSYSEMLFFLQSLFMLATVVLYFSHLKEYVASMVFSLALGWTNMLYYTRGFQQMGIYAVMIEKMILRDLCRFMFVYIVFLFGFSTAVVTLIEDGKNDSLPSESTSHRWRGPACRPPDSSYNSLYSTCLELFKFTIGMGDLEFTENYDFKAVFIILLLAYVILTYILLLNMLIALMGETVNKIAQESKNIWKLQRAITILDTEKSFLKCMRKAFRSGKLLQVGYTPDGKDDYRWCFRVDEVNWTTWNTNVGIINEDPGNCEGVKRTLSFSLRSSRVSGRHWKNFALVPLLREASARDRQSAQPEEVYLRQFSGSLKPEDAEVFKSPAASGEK
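Fluo-8 calcium influx in TRPV1-expressing cells, kinetic read (ex 480/em 520 nm). Compound added and read 3 min for agonist activity, followed by capsaicin at EC20 final and 2 min further read for enhancement.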
GALK inhibitor – blocks human galactokinase activity | 270,000 tested, 0.007% active | Purified GALK, Kinase-Glo residual ATP luminescence | AID 1868 | P51570 | Potency, µM (doses to about 57.5 µM), for the others: top-dose activity change, negative = inhibition, usual class: inhibitors; further: potency means the concentration at half of the fitted maximal effect; on the % scale 0 is the no-effect control and ±100 the full control effect
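Quantitative HTS: GALK 5 nM, ATP 35 uM, galactose 100 uM, 1 h room temperature, then luciferase-based ATP detection.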
KCNH2 3.1 inh – KCNH2 3.1 (human) potassium channel inhibition; U2OS KCNH2 3.1, thallium flux FluxOr; active compounds read low; activity change, % (tested at about 1.8 µM); 340,000 tested, 0.95% active;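 active means maximum activity change below -70%; inconclusive means maximum activity change from -70% to -50%; inactive means maximum activity change above -50%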;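 further: thallium influx rate constant from kinetic fluorescence after stimulation buffer; on the % scale 0 is the no-effect control and ±100 the full control effect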
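U2OS cells transduced with KCNH2 3.1 mutant virus (1.77 x 10^8 /mL, 4 h), plated overnight at 37 C, loaded 45 min with FluxOr dye plus Red40 quencher. Thallium flux rate constant from kinetic reads after stimulation buffer, normalised to controls.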
MLL CXXC-DNA inh – blocks binding of human MLL CXXC domain to DNA. Q03164. AID 2662. MLL-CXXC / FITC-HOXA9 DNA fluorescence polarization. Potency, µM (series often up to 115 µM), for the others: at the highest dose activity change, negative = inhibition, usual class: inhibitors. 290,000 tested, 0.037% active; active means well fitted inhibition curve with a large enough effect in the polarisation, with a control signal flat, not every such curve was filed as active; inconclusive means small, poorly fitted or top-dose-only effect, or effect the other way, or a change in a side signal; inactive means no such curve, though single readings can be large or run the other way; the % refers to the polarisation; further: potency means the concentration at half of the fitted maximal effect
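Steps: dispense CXXC domain solution (7 uM) → pin compounds or unlabeled HOX-A9 DNA control → 5 min ambient → add FLSN-HOX-A9 solution (50 nM) → spin → 30 min ambient → fluorescence polarization. Tris pH 7.5/NaCl/DTT/BSA buffer.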
A-T KAP1 phos – potential ataxia-telangiectasia treatments restoring KAP-1 phosphorylation; Potency, µM (series often up to 57.5 µM), without a hit: top-dose activation, usual class: activators; AID 485349; […] A-T fibroblasts, KAP-1 phosphorylation AlphaLISA; neocarzinostatin DNA damage 30 min before lysis; 320,000 tested, 0.19% active; further: potency means the concentration at half of the fitted maximal effect; % of control where 0% means no effect; nearly all actives have a fitted effect of over 45% in size
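ATM-like activity read as KAP-1 phosphorylation via AlphaLISA donor/acceptor antibody pairs after lysis and 6 hr at 25C. Cells were ATM-null patient fibroblasts ([…], hTERT), dosed 60 min, then exposed to the DSB inducer NCS for 30 min.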
* = called active by the depositor; ? = inconclusive; nt = no result given; [ ] = another dose, or the depositor's remark. Unless noted, the call rests on the fitted dose curve; in most records, active means well fitted curve in the direction sought with a large enough effect; inconclusive means small, poorly fitted or top-dose-only effect, or another doubt; inactive means no such curve, though single readings can be large; an effect the other way counts as inactive or inconclusive.

SMILES,hERG WT inh,FBPA coupling cs,MBNL1 CUG block,ASM inhibitor,Integrin act MD,TRPV1 ag,GALK inhibitor,KCNH2 3.1 inh,MLL CXXC-DNA inh,A-T KAP1 phos
CC(C)(C)c1ccc(OCc2ccc(C(=O)NN)o2)cc1,-13,-3,-6%,1%,-26%,123*,1%,7,14%,-14%
C=CCN1C(=O)C(Cc2ccc(C)cc2)S/C1=N/N=C/c1ccco1 (stereo not given),-26,-2,-5%,-14%,-22%,5,0%,-5,2%,-2%
Cc1cc(NS(=O)(=O)c2ccc(NC(=O)c3cnc4scc(C)n4c3=O)cc2)nc(C)n1,-8,7,25%,4%,-9%,-8,-1%,5,-10%,6%
COc1cccc(C2=NOC(C(=O)Nc3cc(OC)c(OC)c(OC)c3)C2)c1 (stereo not given),8,3,6%,-2%,-11%,-4,-1%,8,0%,nt
CC(=O)Nc1ccc(S(=O)(=O)N2CCCc3ccccc32)cc1,4,0,11%,-2%,-15%,-6,-4%,3,-4%,2%
COC(=O)c1ccccc1NC(=O)CSc1nnc(-c2cccnc2)n1N,-8,1,-7%,1%,39%,-4,4%,-23,-7%,0%
O=C1c2ccccc2C(=O)N1CCC#Cc1ccc2cc(C3(O)CCCCC3)oc(=O)c2c1,-12,nt,nt,-9%,-10%,5,nt,-16,nt,-1%
CCc1ccc2[nH]c3nc(SCc4nnc(-c5ccc(C)cc5)o4)nnc3c2c1,-2,-1,-6%,-4%,4%,-5,0%,14,11%,-8%
O=C(NCc1cccs1)C1CCN(S(=O)(=O)c2cccc3nsnc23)CC1,6,1,?,0%,0%,nt,-2%,-5,-4%,-1%
COC(=O)Nc1ncc(CN2CCC(c3ccccc3)CC2)s1,-5,2,-4%,2%,-19%,-3,0%,15,-2%,nt
C#CCNC(=O)C1=C[C@@H](C)C[C@@H](OCc2ccc(CO)cc2)O1,nt,-2,-4%,-2%,0%,1,0%,nt,-9%,-9%
N#Cc1c(NC(=O)C(=O)NCCCN2CCOCC2)sc2c1CCC2,10,nt,3%,0%,15%,-9,-10%,-19,47%[activator],7%
O=c1c2sc3nc(N4CCOCC4)c4c(c3c2ncn1-c1ccccc1)CCCC4,-15,-1,-6%,-3%,-18%,-3,-2%,-10,5%,0%
C=CCN1C(=O)S/C(=C\c2ccc(N3CCOCC3)cc2C)C1=O,-1,-1,12%,-14%,5%,-7,0%,10,3%,5%
COC(=O)c1ccc(S(=O)(=O)N2CCCC2)o1,-21,0,-6%,1%,14%,-3,-3%,18,7%,3%
CC(=O)Cn1ncc(N2CCOCC2)c(Cl)c1=O,2,2,-3%,-2%,32%,1,-4%,-1,-2%,4%
CC(Oc1ccc(Cl)cc1Cl)C(=O)NCCCN(C)C (stereo not given),-2,4,6%,3%,9%,2,1%,-5,1%,6%
O=S(=O)(Nc1cccc2ccccc12)c1ccccc1F,0,-15,4%,-2%,15%,2,-1%,3,-3%,6%
Cc1cccc(NC(=O)COc2coc(CN3CCN(c4ccccc4)CC3)cc2=O)c1,4,nt,nt,0%,-17%,18,nt,3,nt,-4%
CCOc1ccc(C(=O)NCC(=O)Nc2ccc3c(c2)OCO3)cc1OCC,2,nt,nt,nt,-3%,9,nt,-1,nt,-1%
Cn1ncc(Br)c1C(=O)NC12CC3CC(CC(C3)C1)C2,11,0,0%,-1%,-9%,13,0%,9,-19%,0%
O=C(Nc1ccc(F)cc1)N1CCOCC1,3,1,2%,0%,8%,4,-2%,-21,4%,2%
CCC(=O)/C(=C(/O)c1ccccc1)c1nc2ccccc2[nH]1,3,-9,-2%,11%,16%,10,-8%,11,1%,10%
Cc1ccc(-c2ccc(/C=N/N3C(=O)C4C5C=CC(CC5)C4C3=O)o2)c([N+](=O)[O-])c1 (stereo not given),18,-5,?,-5%,-27%,2,-3%,-19,10%,-2%
COCc1[nH][nH]c(=O)c1C=Nc1ccccc1,1,2,0%,4%,8%,-5,1%,-1,-10%,-2%
O=C(N1CCOCC1)N(CCN1CCOCC1)Cc1cccc2ccccc12,2,-1,0%,0%,4%,2,0%,2,-1%,nt
O=C(Nc1ccccc1)c1nc[nH]c1C(=O)N1CCc2ccccc2C1,-11,nt,nt,-10%,28%,16,nt,?,nt,1%
O=C(NC1CCCCC1)c1cccc2c1C(=O)c1ccc(-c3ccc(OC(F)(F)F)cc3)cc1S2(=O)=O,-9,nt,nt,-5%,3%,nt,nt,-129*,nt,2%
CCCc1nc2sc3ccccc3c(=O)c2c(=O)n1Cc1ccco1,-10,-1,8%,-3%,-11%,11,1%,17,1%,1%
COc1cccc(-c2nnc(NC(=O)c3ccc4ncsc4c3)o2)c1,-12,1,nt,9%,14%,2,0%,5,-1%,10%

Ten consecutive compounds already listed, quoted:
SMILES,hERG WT inh,FBPA coupling cs,MBNL1 CUG block,ASM inhibitor,Integrin act MD,TRPV1 ag,GALK inhibitor,KCNH2 3.1 inh,MLL CXXC-DNA inh,A-T KAP1 phos
CC(C)(C)c1ccc(OCc2ccc(C(=O)NN)o2)cc1,-13,-3,-6%,1%,-26%,123*,1%,7,14%,-14%
C=CCN1C(=O)C(Cc2ccc(C)cc2)S/C1=N/N=C/c1ccco1 (stereo not given),-26,-2,-5%,-14%,-22%,5,0%,-5,2%,-2%
Cc1cc(NS(=O)(=O)c2ccc(NC(=O)c3cnc4scc(C)n4c3=O)cc2)nc(C)n1,-8,7,25%,4%,-9%,-8,-1%,5,-10%,6%
COc1cccc(C2=NOC(C(=O)Nc3cc(OC)c(OC)c(OC)c3)C2)c1 (stereo not given),8,3,6%,-2%,-11%,-4,-1%,8,0%,nt
CC(=O)Nc1ccc(S(=O)(=O)N2CCCc3ccccc32)cc1,4,0,11%,-2%,-15%,-6,-4%,3,-4%,2%
COC(=O)c1ccccc1NC(=O)CSc1nnc(-c2cccnc2)n1N,-8,1,-7%,1%,39%,-4,4%,-23,-7%,0%
O=C1c2ccccc2C(=O)N1CCC#Cc1ccc2cc(C3(O)CCCCC3)oc(=O)c2c1,-12,nt,nt,-9%,-10%,5,nt,-16,nt,-1%
CCc1ccc2[nH]c3nc(SCc4nnc(-c5ccc(C)cc5)o4)nnc3c2c1,-2,-1,-6%,-4%,4%,-5,0%,14,11%,-8%
O=C(NCc1cccs1)C1CCN(S(=O)(=O)c2cccc3nsnc23)CC1,6,1,?,0%,0%,nt,-2%,-5,-4%,-1%
COC(=O)Nc1ncc(CN2CCC(c3ccccc3)CC2)s1,-5,2,-4%,2%,-19%,-3,0%,15,-2%,nt

Additional records:
SMILES,hERG WT inh,FBPA coupling cs,MBNL1 CUG block,ASM inhibitor,Integrin act MD,TRPV1 ag,GALK inhibitor,KCNH2 3.1 inh,MLL CXXC-DNA inh,A-T KAP1 phos
O=C(Nc1nnc(CCc2ccccc2)s1)c1ccccc1,4,5,-20%,3%,18%,15,-5%,-3,1%,25%
C/C(=N/NC(=O)c1ccncc1)c1ccc(NC(=O)c2ccccc2)cc1,1,1,1%,-2%,15%,?,nt,-15,10%,-11%
CC(C)CCNC(=O)CCn1nc(-c2ccc(Cl)cc2)ccc1=O,4,4,16%,0%,19%,4,-5%,16,-12%,-11%
OCCC1CN(Cc2ccccn2)CCN1C1CCCC1 (stereo not given),2,1,6%,3%,-1%,-5,3%,8,-8%,-3%
Cc1cc(Cl)c(S(=O)(=O)N2CCCCCC2)cc1OCC(=O)NC1CCCCC1,0,4,8%,4%,2%,?,0%,-14,11%,2%
COC(=O)c1ccccc1NC(=O)c1cc([N+](=O)[O-])nn1Cc1ccccc1,-21,0,3%,-4%,-9%,2,nt,-6,4%,1%
Cc1ccc(C(=O)C(C)Sc2nnc(N)s2)cc1 (stereo not given),11,1,-3%,4%,8%,11,11%,3,-9%,9%
NNC(=O)c1snnc1-c1ccccc1,-3,3,4%,1%,22%,-5,nt,-6,-2%,-8%
CN(C)c1ccc(/C=N/NC(=O)CCCCCNC(=O)c2ccccc2)cc1,3,4,nt,172%[activator],3%,3,-3%,12,1%,-5%
COc1cc(CNC2CCCC2)cc(Cl)c1OCc1ccccc1Cl,24,1,-5%,-3%,-67%[inhibitor],-4,5%,-11,?,10%
CCOC(=O)c1c(NC(=O)CSc2nnc3ccccn23)sc2c1CCC2,-6,5,20%,-6%,1%,-3,-1%,4,1%,-3%

Screening data (PubChem BioAssay)

No enrichment for hits; about 2% have a hit in one of these screens.
